Screens: PubChem, Sanford-Burnham Center for Chemical Genomics
SENP7 block – SENP7 protease inhibition; 1.5% of 330,000 active; recombinant SENP7, Z-RLRGG-aminoluciferin luminescence, 40 min; inhibition, % at 5 µM;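 active = inhibition above about 50% at the single test dose, limit read from the data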;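 note: plate controls were DMSO with enzyme for no effect and no enzyme buffer wells for full effect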
Gli-Sufu antag – Gli-Sufu pathway antagonism | Sufu-KO-LIGHT fibroblasts, Gli luciferase reporter luminescence | inhibition, % at 5 µM | 0.74% of 340,000 active | AID 588413;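 active = inhibition above about 55%, limit read from the data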;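 note: 0% = DMSO-treated cells and 100% = wells with medium but no cells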
SENP8 inh – inhibitors of human SENP8 protease; Q96LD8; purified SENP8, Z-RLRGG-aminoluciferin cleavage, luminescence; inhibition, % at 10 µM; 1.2% of 330,000 active
Apaf-1 inh – human Apaf-1 inhibition | O14727 | reconstituted apoptosome caspase-3 activity, DEVD-Rh110 fluorescence | inhibition, % at 20 µM | 0.71% of 330,000 active; active = inhibition of at least 40% at 20 µM;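 note: plate controls were DMSO wells for no effect and DEVD-CHO caspase inhibitor wells for full effect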
Target sequence (O14727 whole entry, looked up): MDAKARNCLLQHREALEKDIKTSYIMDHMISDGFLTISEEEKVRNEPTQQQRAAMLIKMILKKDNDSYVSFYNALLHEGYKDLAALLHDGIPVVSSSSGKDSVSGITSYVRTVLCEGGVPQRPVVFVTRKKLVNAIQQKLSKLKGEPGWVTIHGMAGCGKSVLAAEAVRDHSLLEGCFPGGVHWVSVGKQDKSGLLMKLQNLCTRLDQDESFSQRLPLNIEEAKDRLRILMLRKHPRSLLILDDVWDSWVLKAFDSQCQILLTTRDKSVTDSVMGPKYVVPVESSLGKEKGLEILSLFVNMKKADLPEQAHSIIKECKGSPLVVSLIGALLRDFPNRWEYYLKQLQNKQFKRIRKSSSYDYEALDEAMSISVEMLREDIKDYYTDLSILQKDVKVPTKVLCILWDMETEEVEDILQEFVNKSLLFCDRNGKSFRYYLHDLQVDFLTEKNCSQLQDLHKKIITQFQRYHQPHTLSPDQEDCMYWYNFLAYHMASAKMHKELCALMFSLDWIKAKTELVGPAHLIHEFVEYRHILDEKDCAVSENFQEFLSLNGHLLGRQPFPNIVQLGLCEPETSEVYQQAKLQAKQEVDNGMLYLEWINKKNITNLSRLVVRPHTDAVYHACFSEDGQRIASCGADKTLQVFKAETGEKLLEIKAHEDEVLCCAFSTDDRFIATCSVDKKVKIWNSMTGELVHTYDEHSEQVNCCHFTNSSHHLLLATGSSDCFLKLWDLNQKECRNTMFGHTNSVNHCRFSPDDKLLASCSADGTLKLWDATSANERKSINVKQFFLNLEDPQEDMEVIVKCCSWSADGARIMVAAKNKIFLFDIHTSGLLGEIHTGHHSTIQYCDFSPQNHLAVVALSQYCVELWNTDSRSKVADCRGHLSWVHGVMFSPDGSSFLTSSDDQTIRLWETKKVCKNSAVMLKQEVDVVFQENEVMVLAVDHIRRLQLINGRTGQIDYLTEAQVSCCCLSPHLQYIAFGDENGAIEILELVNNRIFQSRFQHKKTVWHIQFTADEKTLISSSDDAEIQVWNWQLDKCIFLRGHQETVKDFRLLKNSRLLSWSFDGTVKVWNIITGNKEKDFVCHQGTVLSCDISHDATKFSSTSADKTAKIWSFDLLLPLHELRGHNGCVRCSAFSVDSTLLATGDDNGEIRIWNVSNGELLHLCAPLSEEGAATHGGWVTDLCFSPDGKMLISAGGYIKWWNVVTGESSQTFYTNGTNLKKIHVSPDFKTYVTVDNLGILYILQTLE
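Material: reconstituted apoptosome with Apaf-1, cytochrome c, caspase-9, procaspase-3, dATP; medium: pH 7.5 Hepes buffer with CHAPS, BSA, DTT; also added: cytochrome c and DEVD-Rh110 substrate; timing: 30 min plus 50 min, RT; signal: Rh110 fluorescence intensity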
Jurkat NFkB inh – inhibitors of the PMA/ionomycin-induced NF-kB reporter in Jurkat cells | PMA/ionomycin-induced NF-kB luciferase reporter, luminescence | inhibition, % at 4 µM | 0.53% of 330,000 active
UBC13 polyUb – human UBC13 polyubiquitination inhibition; UBC13 polyubiquitin chain formation, TR-FRET; inhibition, % at 20 µM; 0.47% of 330,000 active; in the data active = inhibition above about 45%, passing the limit was not always enough
697 NFkB inh – lowers PMA/ionomycin-induced NF-kB signal in 697 B cells; 697 B-cell NF-kB luciferase reporter, 16 h; inhibition, % at 4 µM; 0.33% of 330,000 active; in the data active = inhibition above about 35%
HKDC1 inh – inhibitors of human hexokinase HKDC1; recombinant HKDC1, G6PDH/diaphorase resazurin coupled fluorescence; inhibition, % at 20 µM; 0.16% of 340,000 active; AID 493160;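 active = inhibition above about 35% when tested at 20 µM, limit read from the data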;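 note: plate controls were DMSO wells with enzyme for no effect and DMSO wells lacking enzyme for full effect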
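test system = in-house recombinant HK5 (HKDC1) enzyme | amount = HKDC1 at 5 µg/mL | control set = DMSO-enzyme wells negative, buffer-substituted wells positive | compound = one dose of 20 µM, 1% DMSO | schedule = reaction time 90 min, room temperature, protected from light | technique = resorufin fluorescence at 613 nm | reagent = glucose with 1 mM ATP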
Numbers without * were called inactive; nt = not tested or not shown. Cut-off read from the data, not from the text of the source, unless noted: active = inhibition above about 50%; inactive = the rest.

structure	UBC13 polyUb	Apaf-1 inh	697 NFkB inh	SENP7 block	SENP8 inh	HKDC1 inh	Jurkat NFkB inh	Gli-Sufu antag
O=C(Nn1c(-c2ccncc2)nc2ccccc2c1=O)c1ccc(Br)cc1	2	1	7	9	0	15	-3	0
C=CC[C@@H](Cc1ccc(F)cc1)C(=O)OC[C@@H]1CCCN1C(=O)[C@H](CC=C)CC(=O)N[C@H](CO)Cc1ccccc1	10	39	-1	9	4	2	-3	12
O=[N+]([O-])c1ccc(C[n+]2ccccc2)cc1	0	5	11	4	-3	-8	1	-4
CCOc1ccc(NC(=O)CSc2nccn(-c3ccc4c(c3)OCCO4)c2=O)cc1	2	10	20	5	5	-2	15	-2
CCOc1ccc(S(=O)(=O)NCC2CCCO2)c2cccnc12 (configuration not stated)	-1	15	-19	-14	-9	-1	-12	-5
Cc1onc(-c2ccccc2)c1CNC(=O)Nc1ccc(C(F)(F)F)cc1	4	10	-13	4	-3	-1	-9	-19
CCCOc1ccc(-c2cnc(N)s2)cc1	6	-13	-56	-3	1	-14	-34	-78
COc1ccc(N2CCN(C(=O)CCn3nnc4ccccc43)CC2)cc1	2	0	9	3	4	-2	1	-4
COc1ccc(NC(=O)CSc2nnc(Cc3ccc(C)cc3)c(=O)n2N)cc1	0	0	-13	1	-3	-1	-3	-3
Cc1ccc(C(=O)O)cc1-c1ccc(C=C2C(=O)c3ccccc3C2=O)o1	-22	19	12	13	-3	18	-13	8
C=CCCN([C@H](CO)Cc1ccccc1)S(=O)(=O)c1ccccc1Br	nt	18	-6	-6	nt	-2	nt	-16
Cc1ccc(CNC(=O)CCC(=O)n2ncc3cc(C)ccc32)cc1	-5	14	-6	13	-6	-3	1	-6
O=S(=O)(Nc1nc2ccccc2nc1Nc1ccc(N2CCOCC2)cc1)c1cc(Cl)ccc1Cl	-27	18	-14	-2	7	-4	-1	29
CC(C)CC(=O)NC(=S)Nc1ccc(F)cc1F	-7	-5	-18	-10	4	-14	8	-7
Cn1c(=O)[nH]c(=O)c2c1nc(N1CCCCCC1)n2CCCSc1nc2ccccc2o1	-16	31	-52	-1	-6	13	-10	27
CCOC(=O)N1CCC(NC(=O)CCCN2C(=O)CSc3ncccc32)CC1	4	2	8	-3	-4	1	6	-6
CNNC(=S)NC1CC2CC1C1C=CCC21 (configuration not stated)	3	-11	0	4	1	-1	2	-2
CCCN1C(=O)/C(=C2\SC(=S)N(c3c(C)n(C)n(-c4ccccc4)c3=O)C2=O)c2ccccc21	-19	-9	3	-2	-2	0	16	5
O=C(CSc1nnc(CNC(=O)c2cccc(C(F)(F)F)c2)o1)NCc1ccco1	-2	0	3	-4	2	-5	6	1
N#CCSc1nc2ccccc2o1	-14	-11	1	8	-2	-9	5	-4
COc1cccc(-c2noc(-c3ccc(Br)o3)n2)c1	23	1	-81	73*	57*	1	-108	-87
CCn1c(C(C)NC(=O)c2cccs2)nc2ccccc21 (configuration not stated)	14	6	-18	12	-10	-6	4	0
CCOC(=O)N1CCN(C(=O)Cc2ccsc2)CC1	-13	5	-50	-4	6	-7	-12	3
CC/C(=N\NC(=O)c1csc(C)c1C)c1cccs1	-19	11	-157	-6	-11	-5	-157	-107
CCCCCc1c(C)nc(Nc2nc(C)c3cc(OC)ccc3n2)[nH]c1=O	1	9	39*	5	-9	4	31	-6

An excerpt of these results, field by field:
Cn1c(=O)[nH]c(=O)c2c1nc(N1CCCCCC1)n2CCCSc1nc2ccccc2o1
  UBC13 polyUb: -16	Apaf-1 inh: 31	697 NFkB inh: -52	SENP7 block: -1	SENP8 inh: -6	HKDC1 inh: 13	Jurkat NFkB inh: -10	Gli-Sufu antag: 27

COc1cccc(-c2noc(-c3ccc(Br)o3)n2)c1
  UBC13 polyUb: 23	Apaf-1 inh: 1	697 NFkB inh: -81	SENP7 block: 73*	SENP8 inh: 57*	HKDC1 inh: 1	Jurkat NFkB inh: -108	Gli-Sufu antag: -87

COc1ccc(NC(=O)CSc2nnc(Cc3ccc(C)cc3)c(=O)n2N)cc1
  UBC13 polyUb: 0	Apaf-1 inh: 0	697 NFkB inh: -13	SENP7 block: 1	SENP8 inh: -3	HKDC1 inh: -1	Jurkat NFkB inh: -3	Gli-Sufu antag: -3

N#CCSc1nc2ccccc2o1
  UBC13 polyUb: -14	Apaf-1 inh: -11	697 NFkB inh: 1	SENP7 block: 8	SENP8 inh: -2	HKDC1 inh: -9	Jurkat NFkB inh: 5	Gli-Sufu antag: -4

Next compounds.
structure	UBC13 polyUb	Apaf-1 inh	697 NFkB inh	SENP7 block	SENP8 inh	HKDC1 inh	Jurkat NFkB inh	Gli-Sufu antag
CC(C)CCNC(=O)CN1C(=O)NC(c2ccccc2)(c2ccccc2)C1=O	-4	14	-17	-10	-8	-6	-24	-42
COc1ccc(C2CC(c3cccc(Cl)c3)=NN2c2ccc(S(N)(=O)=O)cc2)cc1 (configuration not stated)	nt	15	8	4	nt	0	nt	8
COc1ccc(S(=O)(=O)N2CCOCC2)cc1NS(=O)(=O)c1ccc(F)c(F)c1	0	1	11	7	-1	-2	-1	-6
Cc1ccc(-c2csc(NC(=O)CSC3=NCCS3)n2)cc1	2	15	-12	3	1	5	-20	-30
CCOC(=O)CSc1nc(-c2ccccn2)ncc1OC	-16	0	-23	-12	0	-5	0	0
COc1ccccc1CNC(=O)c1cc(S(=O)(=O)N2CCCCC2)c[nH]1	2	9	-4	0	2	0	2	8
Cc1ccc(OCC(=O)Nc2ccccc2C(=O)N2CCCCC2)cc1	-1	-3	21	-2	6	-6	16	0
CC1(C)CC(=O)C(C(C2=C(O)CC(C)(C)CC2=O)c2cccc(O)c2)C(=O)C1 (configuration not stated)	-1	5	-4	6	-6	-5	11	1
CC(=O)c1ccccc1C(=O)N1CCCC(N2CCN(Cc3ccc4c(c3)OCO4)CC2)C1 (configuration not stated)	-2	-3	-10	9	-2	-3	-12	12
Cc1nnc(NC(=O)c2cccc(S(=O)(=O)N3CCOCC3)c2)s1	-15	-8	5	-8	-7	2	-4	1
COCCNC(=O)C(c1cccnc1)N(Cc1ccccc1)C(=O)Cn1nnc2ccccc21 (configuration not stated)	10	-3	4	7	-6	6	-9	-40
Nc1nc(N)nc(-c2ccc(Cl)cc2)n1	6	-5	-26	8	-4	-9	-37	-39
COc1ccc(CC(=O)NCc2ccc(F)cc2)cc1S(=O)(=O)N1CCOCC1	-6	0	11	-8	-12	-4	-11	6
O=C(O)CC1(CC(=O)NCc2ccc(F)cc2)CCCCC1	6	-3	20	-7	6	2	6	-6
CC12CC(NC(=O)N1c1cccc(C(=O)NCc3ccc4c(c3)OCO4)c1)c1cc(Cl)ccc1O2 (configuration not stated)	7	14	11	6	1	0	21	-13
COc1ccccc1CC(=O)Nc1ccc2c(c1)OC1(CCCC1)O2	-3	25	-55	-14	-18	-3	-68	-54
C1CCN(c2nc3nonc3nc2N2CCCC2)C1	1	-1	11	-7	-6	-1	2	0
O=C(NCc1ccccc1Cl)c1cccc2c1C(=O)c1ccc(-c3ccc(OC(F)(F)F)cc3)cc1S2(=O)=O	-25	-24	5	1	-1	-11	-12	-5
CC(=O)/C=C1\N(C)c2ccc(C)cc2C1(C)C	8	3	4	4	3	-11	15	61*
CC(=O)Nc1nnc(COc2ccccc2)s1	11	-15	-14	0	3	-9	-4	-17
CC(=O)c1c(C)[nH]c(C(=O)NNC(=O)c2ccc(C)cc2)c1C	1	-2	-4	5	-5	7	-4	-4
CC(C)Cc1ccc(S(=O)(=O)NCC2CCCO2)cc1 (configuration not stated)	2	-8	-19	3	-2	6	17	8
Cc1cccc(C)c1NC(=O)CS(=O)CC(=O)Nc1ccc(N2CCOCC2)cc1 (configuration not stated)	-8	1	2	-6	-9	-6	0	1
COC(=O)CC1C(C(=O)OC)ON2OC(C(=O)OC)C(C(=O)OC)C12 (configuration not stated)	2	-17	10	-5	-5	-9	-6	-6
CC(=O)N1c2ccc(S(=O)(=O)N(C)C3CCCCC3)cc2CC1C (configuration not stated)	-4	4	-10	1	1	1	12	-8
CCOc1ccc(C(C)NC(=O)CCC(=O)O)cc1 (configuration not stated)	15	-4	6	8	0	-6	17	24
COCCNC(=O)c1cc(-c2ccccn2)nc2ccc(S(=O)(=O)N3CCC(C)CC3)cc12	-4	-5	21	-4	9	-4	4	3
COc1cc(/C=C2/C(=O)N(c3ccc(Br)cc3)N=C2C)cc([N+](=O)[O-])c1O	-63	30	12	18	5	nt	2	nt
Cc1ccc(C)c(NC(=O)Cc2nc(CCl)cs2)c1	3	-12	13	-3	1	-1	16	6
COc1cc2c(-c3ccccc3O)nc3c(c(C)nn3-c3ccccc3)c2cc1OC	-1	11	2	7	-7	-9	1	-3
O=C(Nc1cc(Cl)ccc1Cl)C1CC(=O)N(c2ccccc2)C1 (configuration not stated)	-4	4	-2	-7	-8	-5	-6	9
CCCNC(=O)Cn1c2ccccc2c2nc(=O)cc(C)n21	2	-3	-8	-2	1	-5	8	9
COc1ccccc1-n1cc2c([N+](=O)[O-])cc([N+](=O)[O-])cc2n1	-10	10	-8	11	7	8	-3	nt
CC(C)(C)OC(=O)NCCc1nnc(SCC(=O)Nc2cccc(Cl)c2)o1	7	-1	16	2	3	1	11	-4
O=C(O)c1cccc2c1/C(=N/Nc1ccc([N+](=O)[O-])cc1[N+](=O)[O-])c1ccccc1-2	-24	0	8	-3	4	4	-21	-4
O=C1C=C(c2ccc3ncccc3c2)C[C@@H](c2ccc(Cl)cc2)C1	21	19	-16	-7	6	6	49	3
CCc1ccc(OC(=O)CN2C(=O)c3ccccc3C2=O)cc1	2	10	-7	10	-15	-5	2	13
CCN(CC)c1ccc2cc(S(=O)(=O)c3ccc(Cl)cc3)c(=O)oc2c1	16	6	-29	0	-2	7	2	10
CCCCCCSc1ccc([C@H]2N[C@@](CC(C)C)(C(=O)OC)[C@H]3C(=O)N(C)C(=O)[C@@H]23)cc1OC	2	31	6	10	-8	3	28	-1
COc1cc(OC)cc(C(=O)Nc2ccc(S(=O)(=O)Nc3ncccn3)cc2)c1	5	-3	8	-4	0	-5	-5	-1
Cc1ccc(S(=O)(=O)NCc2ccc(C(=O)NCCN(Cc3ccccc3)C(C)C)cc2)cc1	-1	20	-15	-3	4	-4	2	48
CCOc1ccc(OCC)c(NC(=O)C(NS(=O)(=O)c2ccc3c(c2)oc(=O)n3C)C(C)C)c1 (configuration not stated)	7	-17	16	4	5	-6	-9	-1
N#CCCN(C(=O)COC(=O)Cc1ccc(Br)cc1)c1ccccc1	9	-3	-9	4	-2	-10	3	8
CCNC(=O)NC(=O)C(C)OC(=O)c1cccnc1SC (configuration not stated)	5	-5	9	5	1	-7	-18	-3
CCOc1ccc(N2CC(C(=O)Nc3cccnc3)CC2=O)cc1 (configuration not stated)	-3	-4	-11	14	-9	-5	4	6
O=[N+]([O-])c1cccc(-n2nnnc2CN2CCCCCC2)c1	0	5	-2	-2	9	3	-5	8
CC(Oc1ccc(NC(=O)c2ccco2)cc1)C(=O)N1c2ccccc2CC1C (configuration not stated)	-10	17	-20	17	-2	-2	4	7
CCOc1ccc(CN(Cc2ccco2)C(c2cccs2)c2nnnn2C(C)(C)C)cc1 (configuration not stated)	3	17	28	10	4	2	0	12
O=C(CCS(=O)(=O)c1cccc2nsnc12)N1CC(=O)N(CCc2ccccc2)C(=O)C1	-3	22	-34	8	-1	4	2	5
NC(=O)CSc1cn(Cc2ccc(F)cc2)c2ccccc12	6	6	12	2	-1	-4	1	-9
